From PubChem
HADH2 inhib: qHTS Assay for Inhibitors of HADH2 (Hydroxyacyl-Coenzyme A Dehydrogenase, Type II); 3-hydroxyacyl-CoA dehydrogenase type-2 (Homo sapiens), Q99714; Potency, µM (doses to about 57.1 µM), without a hit: at the top dose activity change, negative = inhibition, most hits filed as inhibitors; AID 886, 2007; hit rate 3.4% among 73,000; recombinant HADH2, NADH fluorescence, beta-hydroxybutyryl-CoA; further: potency means the concentration at half of the fitted maximal effect; on the % scale 0 is the no-effect control and ±100 the full control effect; nearly all actives have a fitted effect of over 60% in size; many of its hits are not listed in these tables
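NADH fluorescence (ex 360/em 450 nm) read every 30 s for 4 min; activity taken as last-minus-first time point difference. Enzyme 20 nM, NAD+ 1 mM, beta-hydroxybutyryl-CoA 90 uM, pH 9.0 Tris buffer.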
Pol III holo inh: qHTS Assay for Inhibitors of DNA Polymerase III Holoenzyme System; reconstituted DNA polymerase III holoenzyme replication, biochemical; Potency, µM (series often up to 57.1 µM), inactives show top-dose activity change, negative = inhibition; hit rate 0.25% among 71,000; further: potency means the concentration at half of the fitted maximal effect; on the % scale 0 is the no-effect control and ±100 the full control effect
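Reconstituted *E. coli* holoenzyme (0.35 nM Pol III, 1 nM beta, 154 nM SSB, 2 nM primase) was preincubated with compound for 15 min at RT. Synthesis on 1.4 nM ssM13Gori ran 35 min, then was stopped with PicoGreen/EDTA and read as dsDNA fluorescence.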
BRCT PPI red: qHTS Assay for Inhibitors of BRCT-Phosphoprotein Interaction (Red Fluorophore); Potency, µM (series often up to 76.9 µM), without a hit: at the highest dose activity change, negative = inhibition, hits mostly inhibitors; hit rate 0.03% among 75,000; AID 892, 2007; BRCT-phosphopeptide binding, red fluorescence polarization; Breast cancer type 1 susceptibility protein (Homo sapiens), P38398; further: on the % scale 0 is the no-effect control and ±100 the full control effect
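Fluorescence polarization: 100 nM His-tagged BRCA1 BRCT with 100 nM TAMRA-labelled phospho-BACH1 decapeptide, phosphate buffer pH 7.3 with 150 mM NaCl, DTT, 0.01% Tween 20; 12 min RT. Binding inhibition seen as FP decrease.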
Rhodamine fluor: qHTS Assay for Spectroscopic Profiling in Rhodamine Spectral Region | AID 594, 2007 | hit rate 0.05% among 59,000 | max dye-equivalent concentration, M | Rhodamine-region fluorescence, 547/598 nm, Tris buffer; stronger effect = higher value; in the data active means max dye-equivalent concentration above about 11 nM; inconclusive means between about 1.1 nM and that limit
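Intrinsic compound fluorescence, ex 547 / em 598 nm, CCD imager. Tris 100 mM pH 8.0; 15 min RT. Output = rhodamine dye-equivalent concentration at each compound concentration.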
BRCT inh green: qHTS Assay for Inhibitors of BRCT-Phosphoprotein Interaction (Green Fluorophore). Breast cancer type 1 susceptibility protein (Homo sapiens), P38398. Potency, µM (highest dose often 76.9 µM), without a hit: at the highest dose activity change, negative = inhibition, most hits filed as inhibitors. hit rate 0.05% among 75,000. BRCA1 BRCT-phosphopeptide binding, green fluorescence polarization;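 further: potency means the concentration at half of the fitted maximal effect; plate controls were peptide without protein for full effect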
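Compounds were incubated for 12 min at room temperature with a complex of 100 nM fluorescein-tagged pBACH1 decapeptide and 250 nM His-tagged BRCT protein. Buffer was phosphate pH 7.3 with EDTA, DTT and Tween 20. Disruption of binding lowers the polarization signal.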
HEK293 cAMP ctrl: qHTS Assay for Agonists of the Thyroid Stimulating Hormone Receptor: Activators of Intracellular cAMP Concentrations in Parental HEK 293; parental HEK293 CNG cAMP sensor, membrane potential fluorescence; AID 938, 2007; hit rate 2.5% among 73,000; Potency, µM (highest dose often 57.1 µM), inactives show at the highest dose activation, actives largely listed as activators; further: potency means the concentration at half of the fitted maximal effect; % of control where 0% means no effect; nearly all actives have a fitted effect of over 55% in size
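Counterscreen for endogenous-receptor signalling: CNG-channel HEK 293 cells report cAMP rise by membrane depolarization. After 60 min dye equilibration with 100 uM RO 20-1724, compounds incubated 30 min before bottom-read fluorescence at 590 nm.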
ALOX15 inhib: qHTS Assay for Inhibitors of 15-hLO (15-human lipoxygenase) | Polyunsaturated fatty acid lipoxygenase ALOX15 (Homo sapiens), P16050 | Potency, µM (top dose mostly 57.1 µM), for the others: at the top dose activity change, negative = inhibition, usual class: inhibitors | hit rate 1.4% among 74,000 | purified 15hLO-1, xylenol orange hydroperoxide absorbance; further: potency means the concentration at half of the fitted maximal effect; on the % scale 0 is the no-effect control and ±100 the full control effect; nearly all actives have a fitted effect of over 55% in size
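Purified human 15hLO-1 (40 nM) in 25 mM Hepes pH 7.5, 0.01% Triton X-100, preincubated 15 min RT with compound, then 50 uM arachidonic acid for 6 min. Hydroperoxide read by ferrous/xylenol orange, 30 min; 573/405 nm absorbance ratio gave progress.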
USP2a inhib: qHTS Assay for Inhibitors of Ubiquitin-specific Protease USP2a; Ubiquitin carboxyl-terminal hydrolase 2 (Homo sapiens), O75604; USP2a enzymatic assay, qHTS inhibition; Potency, µM (highest dose often 38.3 µM), for inactives: top-dose activity change, negative = inhibition, actives largely listed as inhibitors; hit rate 0.1% among 60,000; AID 927, 2007;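 further: potency means the concentration at half of the fitted maximal effect; nearly all actives have a fitted effect of over 60% in size; plate controls were DMSO for no effect and NEM full inhibition control for full effect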
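Coupled readout: USP2-cleaved Ub-PLA2 (20nM final) turns over NBD C6-HPC (20uM final), Ex 460nm/Em 535nm after 2.5 h, time-zero read flagging artifacts. Enzyme (20nM final, pH 8.0 Tris) given 30 min RT with compound first; NEM defines full inhibition.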
Caspase-1 inhib: qHTS Assay for Allosteric/Competitive Inhibitors of Caspase-1; Potency, µM (top dose mostly 57.5 µM), for inactives: top-dose activity change, negative = inhibition, actives largely listed as inhibitors; AID 900, 2007; hit rate 0.03% among 75,000; P29466; Caspase-1 enzyme, Ac-WEHD-AFC fluorogenic rate;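 further: potency means the concentration at half of the fitted maximal effect; plate controls were vehicle for no effect and no substrate for full effect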
Casp7 inh: qHTS Assay for Allosteric/Competitive Inhibitors of Caspase-7 | P55210 | recombinant caspase-7, Ac-DEVD-AFC fluorescence rate | Potency, µM (titrated, usually from 57.5 µM), without a hit: at the top dose activity change, negative = inhibition, usual class: inhibitors | hit rate 0.02% among 75,000 | AID 889, 2007; active means well fitted inhibition curve with a large enough effect in the main read-out, with a control signal flat, not every such curve was filed as active; inconclusive means small, poorly fitted or top-dose-only effect, or a change in a side signal; further: potency means the concentration at half of the fitted maximal effect; % of control where 0% means no effect
Target sequence (P55210 24-198 limits assumed): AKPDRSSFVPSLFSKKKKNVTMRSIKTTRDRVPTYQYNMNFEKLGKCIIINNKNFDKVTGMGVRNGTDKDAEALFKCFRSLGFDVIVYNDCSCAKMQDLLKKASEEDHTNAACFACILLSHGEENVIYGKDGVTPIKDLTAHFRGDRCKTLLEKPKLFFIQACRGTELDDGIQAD
Target sequence (P55210 207-303 limits assumed): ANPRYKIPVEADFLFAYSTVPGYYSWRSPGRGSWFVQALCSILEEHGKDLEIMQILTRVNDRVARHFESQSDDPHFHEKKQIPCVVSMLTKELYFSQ
Tau fil binding: qHTS Assay for Tau Filament Binding; Microtubule-associated protein tau (Homo sapiens), P10636; recombinant tau filaments, thioflavin S fluorescence, 15 h; filaments grown with octadecylsulfate alongside compound; Potency, µM (series often up to 57.1 µM), without a hit: at the top dose activity change, negative = inhibition; hit rate 2% among 71,000; AID 596, 2007;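 further: potency means the concentration at half of the fitted maximal effect; on the % scale 0 is the no-effect control and ±100 the full control effect; actives lower thioflavin S fluorescence by blocking filaments or displacing dye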
Target sequence (P10636 whole entry, looked up): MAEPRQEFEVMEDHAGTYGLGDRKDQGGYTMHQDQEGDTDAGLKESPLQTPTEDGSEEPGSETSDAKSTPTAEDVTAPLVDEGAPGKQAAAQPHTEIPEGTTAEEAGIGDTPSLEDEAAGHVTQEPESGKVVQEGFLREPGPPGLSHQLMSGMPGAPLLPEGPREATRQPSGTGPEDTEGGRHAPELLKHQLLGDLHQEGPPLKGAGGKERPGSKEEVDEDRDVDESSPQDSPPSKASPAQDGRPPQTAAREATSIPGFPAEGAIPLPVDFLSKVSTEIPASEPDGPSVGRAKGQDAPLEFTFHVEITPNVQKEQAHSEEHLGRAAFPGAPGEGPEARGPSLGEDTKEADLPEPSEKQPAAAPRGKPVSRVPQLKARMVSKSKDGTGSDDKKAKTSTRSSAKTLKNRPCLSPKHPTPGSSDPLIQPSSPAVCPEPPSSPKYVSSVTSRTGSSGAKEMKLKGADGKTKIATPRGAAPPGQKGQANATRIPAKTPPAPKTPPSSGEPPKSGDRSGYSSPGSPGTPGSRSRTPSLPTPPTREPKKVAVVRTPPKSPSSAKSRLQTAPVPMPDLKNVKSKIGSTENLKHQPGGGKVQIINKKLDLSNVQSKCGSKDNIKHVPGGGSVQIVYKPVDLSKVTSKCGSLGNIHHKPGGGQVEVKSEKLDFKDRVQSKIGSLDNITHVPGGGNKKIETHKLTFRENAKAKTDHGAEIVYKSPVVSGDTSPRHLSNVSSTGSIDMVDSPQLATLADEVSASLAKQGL
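Quantitative HTS: thioflavine S signal from ODS-induced tau filaments, excited at 450 nm, emission 510 nm. Conditions: 1 uM tau, 30 uM ODS, 15 h at 37 C, pH 7.4.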
Numbers without * were called inactive; i = inactive; ? = inconclusive; · = no result given; [ ] = remark or other dose. Unless noted, the call rests on the fitted dose curve; in most records, active means well fitted curve in the direction sought with a large enough effect; inconclusive means small, poorly fitted or top-dose-only effect, or another doubt; inactive means no such curve, though single readings can be large; an effect the other way counts as inactive or inconclusive.

SMILES	HADH2 inhib	Pol III holo inh	BRCT PPI red	Rhodamine fluor	BRCT inh green	HEK293 cAMP ctrl	ALOX15 inhib	USP2a inhib	Caspase-1 inhib	Casp7 inh	Tau fil binding
N[C@@H](CSS(=O)(=O)O)C(=O)O	0.16µM*	-3%	-0.7%	·	-1.9%	8%	-26%[25.6 µM]	·	-16%	-4%	26%
CC(NC(=O)COc1ccccc1)C(=O)OCC(=O)c1cc2ccccc2o1 (stereo not drawn)	9%	2%	-1.0%	i	0.4%	3%	-3%	27%	1%	-5%	-18%
O=C(Nc1nc2ccccc2s1)C1CCCN1S(=O)(=O)c1ccc(Cl)cc1 (stereo not drawn)	10%	-2%	-2.1%	i	1.6%	6%	?	29%	-2%	-5%	-7%
CC(=O)Nc1ccc(SCC(=O)OCC(=O)NC(=O)NCc2ccco2)cc1	-12%	-1%	1.3%	i	-1.5%	-11%	10%	-6%	0%	1%	14%
Cn1cccc1-c1nc2ccc(NC(=O)c3ccco3)cc2[nH]1	-7%	0%	-1.2%	i	-1.7%	-6%	-4%	47%[activator]	-2%	0%	2%
CCOc1cccc(NC(=O)Cc2cccs2)c1	-1%	-7%	-1.0%	·	-0.2%	-5%	3%	-2%	1%	0%	-6%
Cc1ccc(-c2nc(-c3ccccn3)no2)cc1Cl	13%	-4%	1.2%	i	1.2%	19%	-10%	13%	-2%	-3%	49%
c1ccc(CNc2cc(-c3ccoc3)ncn2)cc1	-2%	-12%	-3.5%	i	-2.1%	27%	8%	193%[activator]	-6%	-17%	15%
Cc1cnc(CNc2ccnc(-c3c(C)noc3C)n2)cn1	-9%	-2%	-4.5%	i	-5.1%	13%	-19%	-21%	-4%	-1%	-4%
COc1ccccc1NC(=O)CSc1nnc(Cc2cccn2C)n1CCc1ccccc1	5%	-4%	-0.4%	i	6.0%	20µM*	?	29%	-6%	-8%	10%
Cc1ccc(CC(=O)OCCNC(=O)c2cccnc2)cc1	9%	-1%	-0.3%	i	-2.3%	2%	3%	-6%	2%	-3%	5%
Cc1nnc(N(C)C(=O)c2cccnc2)s1	0%	6%	-1.3%	i	-1.7%	-3%	6%	-7%	2%	5%	3%
CCOC(=O)C1C(=O)NC(C)C1c1ccccc1 (stereo not drawn)	9%	-4%	-0.5%	i	1.2%	3%	9%	2%	-3%	-1%	-5%
CCCCOC(=O)c1ccc(O)cc1	-10%	-2%	0.0%	i	0.2%	-21%	0%	2%[17.1 µM]	0%	0%	0%
O=C1C2CCCN2C(c2cccc(F)c2)N1c1cccc(Cl)c1 (stereo not drawn)	10%	-2%	1.8%	·	-2.1%	?	3%	·	-1%	0%	-13%
CCCC(=O)N(c1ccc(OC)cc1)C1C=CS(=O)(=O)C1 (stereo not drawn)	1%	4%	-0.4%	i	-0.9%	0%	-3%	-6%	1%	2%	16%
CC(=O)NC(O)C(=O)c1ccco1 (stereo not drawn)	-1%	-6%	0.1%	i	-0.2%	5%	4%	-9%	0%	1%	-2%
Cc1c(N(C)C(=O)c2ccco2)c(=O)n(-c2ccccc2)n1C	2%	-2%	0.8%	i	-3.1%	1%	3%	-4%	1%	1%	-1%
CCN1C(=O)C2C(c3ccc(O)c(OC)c3)NC(C)(C(=O)OC)C2C1=O (stereo not drawn)	2%	-4%	0.6%	i	-1.2%	-2%	5%	2%	3%	-5%	-6%
COCCNC(=O)CN(C(=O)Cn1nnc2ccccc21)c1ccccc1	-2%	0%	1.7%	i	0.8%	-3%	-1%	4%	-1%	1%	7%
O=C(Oc1ccccc1)c1ccc2nccnc2c1	-5%	-4%	-0.4%	i	0.9%	4%	-3%	1%	0%	1%	-3%
Cc1c(C(=O)N2CCOCC2)sc2ncn(CC(=O)N3CCC(C)CC3)c(=O)c12	-5%	-4%	-1.6%	i	-1.5%	4%	-4%	5%	-1%	-1%	4%
CC(C)(C)c1csc(NC(=O)c2ccc(Cl)s2)n1	?	-3%	-1.4%	i	-0.4%	14%	-29%	19%	0%	-2%	-21%
CCCCc1cc(=O)oc2cc(OCC(=O)N(CC)CC)c(Cl)cc12	13%	-2%	-1.2%	·	0.3%	3%	1%	·	1%	-1%	59%
O=C(COC(=O)c1ccco1)Nc1ccccc1	-5%	-1%	0.1%	i	-1.9%	1%	7%	-1%	5%	6%	-3%
Cc1cc(N2CC(=O)N(CCc3ccccc3)C(=O)C2)n2ncnc2n1	-2%	-2%	0.0%	i	-0.7%	5%	13%	5%	-2%	0%	-1%
Cc1ccc(-c2[nH]nc3c2C(c2ccoc2)C(C#N)=C(N)O3)cc1C (stereo not drawn)	?	-1%	-1.1%	i	1.2%	?	25µM*	24%	0%	-1%	-7%
CCCc1cc(=O)[nH]c(SCC(=O)NC(=O)OCC)n1	17%	-3%	1.0%	i	-3.1%	3%	-2%	-3%	3%	1%	4%
CCOC(=O)Cn1nc(C)c(-c2ccccc2)c1N	-7%	1%	1.3%	i	-3.7%	2%	10%	5%	0%	1%	4%
COc1ccc(N2CCN(C(=O)CCS(=O)(=O)c3cccc4nsnc34)CC2)cc1	-7%	-3%	-1.6%	i	0.1%	0%	-1%	10%	-1%	2%	-29%

Gathered by group: the compounds so far containing an aryl methoxy group.
SMILES	HADH2 inhib	Pol III holo inh	BRCT PPI red	Rhodamine fluor	BRCT inh green	HEK293 cAMP ctrl	ALOX15 inhib	USP2a inhib	Caspase-1 inhib	Casp7 inh	Tau fil binding
COc1ccccc1NC(=O)CSc1nnc(Cc2cccn2C)n1CCc1ccccc1	5%	-4%	-0.4%	i	6.0%	20µM*	?	29%	-6%	-8%	10%
CCCC(=O)N(c1ccc(OC)cc1)C1C=CS(=O)(=O)C1 (stereo not drawn)	1%	4%	-0.4%	i	-0.9%	0%	-3%	-6%	1%	2%	16%
CCN1C(=O)C2C(c3ccc(O)c(OC)c3)NC(C)(C(=O)OC)C2C1=O (stereo not drawn)	2%	-4%	0.6%	i	-1.2%	-2%	5%	2%	3%	-5%	-6%
COc1ccc(N2CCN(C(=O)CCS(=O)(=O)c3cccc4nsnc34)CC2)cc1	-7%	-3%	-1.6%	i	0.1%	0%	-1%	10%	-1%	2%	-29%

(next part)
SMILES	HADH2 inhib	Pol III holo inh	BRCT PPI red	Rhodamine fluor	BRCT inh green	HEK293 cAMP ctrl	ALOX15 inhib	USP2a inhib	Caspase-1 inhib	Casp7 inh	Tau fil binding
COc1ccc(C2CC(=O)C=C(NCC3CCCO3)C2)cc1 (stereo not drawn)	0%	-2%	0.4%	·	0.5%	18%	3%	3%	-1%	0%	-2%
O=C(CCS(=O)(=O)c1ccc(Cl)cc1)Oc1ccc2c(c1)OCO2	-11%	-3%	-1.5%	i	-1.5%	?	-18%	0%	-1%	-2%	-11%
COc1ccccc1-c1noc(CCC(=O)Nc2cccc(C)c2)n1	-27%	-6%	-1.1%	i	-0.3%	19%	-22%	21%	0%	-1%	-2%
COc1ccc2[nH]c3c(=O)n(CCCCC(=O)N4CCC(C(N)=O)CC4)c(=S)[nH]c3c2c1	-24%	?	-0.4%	i	-3.8%	10%	-25%	11%	-7%	0%	17%
Cn1c(/N=C/c2c(O)ccc3ccccc23)nc2ccccc21	4µM*	-8%[11.4 µM]	-1.4%	·	-0.2%	-40%[inhibitor][11.4 µM]	4µM*	27%[7.66 µM]	-9%	-9%	?
O=C1Nc2ccccc2C12OCC1(CO2)COC2(OC1)C(=O)Nc1ccccc12 (stereo not drawn)	9%	-2%	0.6%	i	-1.8%	-10%	-10%	21%	1%	0%	-14%
COc1ccc(N2CCN(C(=O)CSc3nc4cc(OC)c(OC)cc4cc3C#N)CC2)cc1	-28%	-6%	0.3%	i	1.5%	-5%	-19%	222%[activator]	-8%	-10%	-22%
CNC(=O)CCn1nc(-c2ccc(Cl)cc2)c2ccccc2c1=O	18%	-9%	-0.3%	i	0.8%	10%	5%	10%	1%	-1%	1%

Some of the compounds tested; count on the stated rates, not on these rows.
